Screens as filed in PubChem BioAssay.
bovine MsrA act – bovine MsrA enzyme activators, primary screen, biochemical, absorbance, HTS; 360,000 compounds, 0.3% hits; purified bovine MsrA, absorbance read-out; activation, % at 10.6 µM; Methionine sulfoxide reductase A (Bos taurus); in the data active means activation above about 7.5%;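 further: 0% = vehicle and 100% = reference activator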
CSN inh – inhibitors of CSN-mediated cullin deneddylation, primary screen, biochemical, fluorescence polarization, uHTS; Purified CSN, SCF-Nedd8-OG deneddylation; inhibition, % at 12.5 µM; 360,000 compounds, 0.38% hits;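 active means pattern-corrected inhibition above about 35%, with an unprinted fluorescence ratio check between 0.5 and 1.5, limit read from the data, passing the limit was not always enough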;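 further: 0% = enzyme with substrate and 100% = substrate without enzyme; some results filed as inactive read as strong as hits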
Target sequence (Q92905 whole entry, looked up, one chain of several): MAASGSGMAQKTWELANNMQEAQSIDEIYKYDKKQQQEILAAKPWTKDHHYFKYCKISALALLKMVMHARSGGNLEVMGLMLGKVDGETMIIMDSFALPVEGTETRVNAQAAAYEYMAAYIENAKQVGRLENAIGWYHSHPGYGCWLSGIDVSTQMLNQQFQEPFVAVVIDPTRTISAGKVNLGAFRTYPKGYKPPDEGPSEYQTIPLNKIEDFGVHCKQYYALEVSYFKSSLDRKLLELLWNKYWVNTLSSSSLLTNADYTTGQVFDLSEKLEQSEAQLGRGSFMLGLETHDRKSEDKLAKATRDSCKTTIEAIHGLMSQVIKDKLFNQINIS
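Assay system: HEK293T-derived human Csn5 enzyme; quantity: 0.24 nM enzyme; medium: Tris/NaCl/DTT buffer, pH 7.5; also added: substrate SCFSkp2-Nedd8OG, 10 nM; doses: 12.5 µM compound; schedule: 90 min reaction at room temperature; signal: FP; read-out: % inhibition of substrate cleavage by Csn5; benchmarks: substrate-only high control, full reaction low control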
Tb MetRS inh – T. brucei MetRS inhibitors, primary screen, biochemical, luminescence; inhibition, % at 11.9 µM; purified T. brucei MetRS, ATP depletion, Kinase-Glo luminescence; AID 624268, 2012; methionyl-tRNA synthetase (Trypanosoma brucei brucei); 360,000 compounds, 0.4% hits;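 active means inhibition above a per-plate cutoff of the control wells' mean inhibition plus 3 SD, cut at about 5.5% in these data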;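 further: 0% = DMSO wells median and 100% = median of wells with control inhibitor compound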
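System: purified T. brucei MetRS enzyme / Detection: Kinase-Glo luciferase luminescence reporting remaining unconsumed ATP / Medium: HEPES buffer with MgCl2, KCl, DTT, spermine, BSA, pyrophosphatase / Replication: singlicate, one well per compound / Evaluation: percent inhibition relative to median high and low control wells / Schedule: 2 h aminoacylation at 25 °C after 15 min preincubation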
MsrA inhibitor – bovine MsrA enzyme inhibitors, primary screen, biochemical, absorbance, HTS; Methionine sulfoxide reductase A (Bos taurus); purified bovine MsrA, absorbance read-out; inhibition, % at 15.5 µM; 360,000 compounds, 0.75% hits; in the data active means inhibition above about 4.5%;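 further: 0% = vehicle wells with enzyme and 100% = reference inhibitor wells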
Rin1 Abl inh – inhibitors of Rin1-Abl protein binding, primary screen, biochemical, TR-FRET; inhibition, % at 7.35 µM; 360,000 compounds, 0.4% hits; in the data active means inhibition above about 5%, passing the limit was not always enough
Neddyl block – inhibitors of cullin neddylation, primary screen, biochemical, TR-FRET, uHTS, NAE and Ubc12. 360,000 compounds, 0.58% hits. NEDD8-conjugating enzyme Ubc12 (Homo sapiens) + NEDD8-activating enzyme E1 regulatory …. calls only at 25 µM; in the data active means inhibition above about 36%
MLLE-PAM2 inh – inhibitors of PABP1 MLLE–PAM2 peptide binding, primary screen, biochemical, fluorescence polarization, FITC-PAM2, GST-MLLE; 360,000 compounds, 0.36% hits; inhibition, % at 20 µM; AID 588489, 2011; Polyadenylate-binding protein 1 (Homo sapiens), P11940; in the data active means inhibition above about 35%, passing the limit was not always enough;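 further: plate controls were DMSO wells with GST-MLLE for no effect and wells lacking GST-MLLE protein for full effect; some results filed as inactive read as strong as hits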
Target sequence (P11940 whole entry, looked up): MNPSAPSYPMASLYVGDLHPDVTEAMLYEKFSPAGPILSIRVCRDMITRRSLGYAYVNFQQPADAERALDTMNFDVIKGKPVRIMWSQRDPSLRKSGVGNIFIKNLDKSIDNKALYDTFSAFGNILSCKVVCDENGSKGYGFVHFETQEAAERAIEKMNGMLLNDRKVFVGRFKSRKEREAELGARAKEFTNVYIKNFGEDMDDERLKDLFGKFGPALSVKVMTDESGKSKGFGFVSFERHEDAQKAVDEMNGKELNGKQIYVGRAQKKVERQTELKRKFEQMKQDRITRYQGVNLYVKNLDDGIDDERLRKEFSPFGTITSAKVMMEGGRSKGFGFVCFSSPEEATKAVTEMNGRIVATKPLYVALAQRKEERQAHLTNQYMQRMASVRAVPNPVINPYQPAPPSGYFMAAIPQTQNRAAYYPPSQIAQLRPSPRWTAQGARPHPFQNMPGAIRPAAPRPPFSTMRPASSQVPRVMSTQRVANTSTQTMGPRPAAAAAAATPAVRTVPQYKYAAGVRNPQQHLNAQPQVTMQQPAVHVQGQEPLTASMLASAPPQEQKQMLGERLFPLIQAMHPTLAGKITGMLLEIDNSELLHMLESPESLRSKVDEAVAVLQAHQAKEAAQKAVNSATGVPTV
E coli Lon inh – inhibitors of E. coli Lon protease, primary screen, biochemical, fluorescence polarization; P0A9M0; purified E. coli Lon protease; inhibition, % at 7.94 µM; 360,000 compounds, 0.42% hits; in the data active means inhibition above about 13%, passing the limit was not always enough;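 further: 0% = enzyme with probe and DMSO and 100% = no enzyme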
FAS TE block – FAS thioesterase domain inhibitors, primary screen, biochemical, fluorescence intensity, uHTS. 360,000 compounds, 0.67% hits. recombinant FAS-TE, OMFH fluorogenic substrate, fluorescence endpoint. Fatty acid synthase (Homo sapiens), P49327. inhibition, % at 15 µM;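 active means compounds whose normalised, plate-corrected inhibition of enzyme fluorescence in the single-dose primary screen is 50% or more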;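 further: 0% = DMSO with enzyme and 100% = substrate without enzyme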
* = called active by the depositor; i = inactive; nt = not tested or not shown.

Each structure is followed by: bovine MsrA act | CSN inh | Tb MetRS inh | MsrA inhibitor | Rin1 Abl inh | Neddyl block | MLLE-PAM2 inh | E coli Lon inh | FAS TE block
Cc1nn(CCc2n[nH]c(=S)n2C)c(C)c1Br
    -8 | 5 | -0.5 | -0.2 | -1 | i | 10 | -3 | -9
COc1ccccc1CNC(=O)CSc1nn2c(=O)c(C(C)(C)C)nnc2s1
    -2 | 2 | -0.6 | -0.3 | 2 | i | -10 | -2 | 8
Cc1ccc(NC(C(=O)c2ccccc2)c2ccccc2)cc1 (stereo not drawn)
    -2 | -5 | 0.4 | 0.1 | 2 | i | -2 | -10 | 10
Nc1nc(-c2ccc3c(c2)OCCO3)cs1
    0 | 3 | 0.4 | 0.8 | -2 | i | -2 | 0 | 0
COC(=O)Cc1ccccc1NS(=O)(=O)c1ccc(C)cc1
    nt | -6 | -0.6 | -0.2 | nt | i | nt | nt | nt
CC(=O)Nc1ccc(/C(C)=N/NC(=O)c2ccncc2)cc1
    -4 | 2 | 0.3 | 0.5 | -1 | i | 2 | 7 | -4
COc1ccc2oc(C(=O)Nc3nc(-c4ccccn4)cs3)c(C)c2c1
    0 | 7 | -0.5 | 1.6 | 0 | i | -29 | -39 | 8
c1ccc(OCc2nn3c(-c4cccnc4)nnc3s2)cc1
    0 | -3 | -0.5 | 0.0 | -3 | i | -18 | 6 | -4
O=C(Nc1cccc(C(F)(F)F)c1)Oc1ccc(Cl)c2cccnc12
    -3 | 3 | -1.1 | -0.4 | 3 | i | 5 | 6 | 22
CC(C)[C@H](NC(=O)c1ccccc1Cl)C(=O)OCC(=O)NC(=O)NC1CCCC1
    -2 | 1 | -0.1 | -0.6 | -2 | i | 11 | -2 | -7
O=C(NC(=S)Nc1ccccc1N1CCCC1)c1ccc(F)cc1
    -10 | 5 | -0.3 | 1.8 | 1 | i | 30 | 5 | 28
O=C1CCCN1c1ccc(S(=O)(=O)NCCc2ccc(Cl)cc2)cc1
    1 | 0 | 0.1 | nt | -1 | i | 5 | 3 | 2
O=C(NC1CCCCC1)c1ccc(COc2ccccc2)o1
    -2 | 0 | -0.2 | -0.7 | 1 | i | -5 | -7 | 0
COC(=O)C(Cc1c[nH]c2ccccc12)NC(=O)C(C)C (stereo not drawn)
    -1 | 0 | 0.1 | -1.3 | -1 | i | 7 | 9 | -10
CCCCCCSc1cc(-c2nc3ccc(C)cn3c2NCCCC)ccc1OC
    -5 | -2 | -0.2 | 0.6 | 5 | nt | -1 | 2 | 23
O=C(/C=C/c1ccccc1)OCc1cnc(Cl)s1
    -4 | 8 | -1.1 | -0.5 | 0 | i | 1 | 1 | -5
C/C(=N\N=C(/N)SC1CC(=O)N(c2ccc(Cl)cc2)C1=O)c1cccs1 (stereo not drawn)
    -6 | 1 | -0.1 | 2.7 | 2 | i | -21 | -4 | 17
CCC(C(=O)NC1CCCC1)N(C(=O)c1snc(C(N)=O)c1N)c1ccc(OC)c(OC)c1 (stereo not drawn)
    -3 | -3 | -0.3 | 1.3 | 2 | i | 13 | 4 | -1
O=C(CSc1c[nH]c2ccccc12)NCc1ccc2c(c1)OCO2
    2 | -4 | -0.1 | -0.4 | 1 | i | 26 | -6 | 1
CCOc1cc(NC(=O)c2cccs2)c(OCC)cc1NC(=O)CCC(=O)NCC1CCCO1 (stereo not drawn)
    -4 | 0 | -1.0 | 1.4 | 6 | i | 1 | -3 | -7
CN/N=C(\Cc1nc2ccccc2[nH]1)c1ccc([N+](=O)[O-])cc1
    -1 | 7 | 3.6 | 1.2 | -2 | i | 7 | 1 | 18
COC(=O)c1ccc(NC(=O)CCS(=O)(=O)c2ccc(Br)s2)cc1
    6 | 1 | 0.8 | -1.8 | 3 | i | 2 | -5 | -1
CC12CCC(C(=O)N(CC(O)CN3CCCCCC3)C1=O)C2(C)C (stereo not drawn)
    -7 | 6 | 0.0 | 1.1 | 2 | i | 9 | -4 | -13
CC(C)CC(NC(=O)C1CCCCC1)C(=O)NCc1ccccn1 (stereo not drawn)
    1 | -1 | -0.4 | 0.3 | 0 | i | 3 | 3 | -5
COc1ccccc1NC(=O)C(C)Sc1nccn1C (stereo not drawn)
    -5 | -4 | -0.4 | -0.5 | 1 | i | -3 | 10 | -3
COc1ccc(Cn2c(CO)cnc2SCC(=O)Nc2cccc(NC(C)=O)c2)cc1
    -9 | -3 | -0.9 | -0.4 | 0 | i | -22 | 0 | -4
COc1ccc(Oc2nccc(-c3ccc(Cl)cc3)n2)cc1
    0 | 0 | -0.8 | 0.2 | 4 | i | 8 | -13 | 12
N#CCCN(C(=O)COC(=O)Cc1c[nH]c2ccccc12)c1ccccc1
    -2 | 1 | -0.6 | 0.1 | -6 | i | 4 | 0 | -3
COc1ccccc1Oc1ccccc1C(=O)O
    -12 | 0 | -2.1 | 0.1 | 1 | i | -5 | 4 | -9
O=C(O)CSCC(=O)NCc1ccc(Cl)cc1
    -13 | -8 | -2.0 | -0.1 | -1 | i | 1 | 0 | -7

3 entries out of the list, sorted by SMILES length, largest number first.
Each structure is followed by: bovine MsrA act | CSN inh | Tb MetRS inh | MsrA inhibitor | Rin1 Abl inh | Neddyl block | MLLE-PAM2 inh | E coli Lon inh | FAS TE block
O=C(Nc1cccc(C(F)(F)F)c1)Oc1ccc(Cl)c2cccnc12
    -3 | 3 | -1.1 | -0.4 | 3 | i | 5 | 6 | 22
CC(=O)Nc1ccc(/C(C)=N/NC(=O)c2ccncc2)cc1
    -4 | 2 | 0.3 | 0.5 | -1 | i | 2 | 7 | -4
Cc1ccc(NC(C(=O)c2ccccc2)c2ccccc2)cc1 (stereo not drawn)
    -2 | -5 | 0.4 | 0.1 | 2 | i | -2 | -10 | 10

Single records, as listed above.
COc1ccc(Oc2nccc(-c3ccc(Cl)cc3)n2)cc1 reads bovine MsrA act: 0; CSN inh: 0; Tb MetRS inh: -0.8; MsrA inhibitor: 0.2; Rin1 Abl inh: 4; Neddyl block: i; MLLE-PAM2 inh: 8; E coli Lon inh: -13; FAS TE block: 12
CN/N=C(\Cc1nc2ccccc2[nH]1)c1ccc([N+](=O)[O-])cc1 reads bovine MsrA act: -1; CSN inh: 7; Tb MetRS inh: 3.6; MsrA inhibitor: 1.2; Rin1 Abl inh: -2; Neddyl block: i; MLLE-PAM2 inh: 7; E coli Lon inh: 1; FAS TE block: 18

The listing continues.
Each structure is followed by: bovine MsrA act | CSN inh | Tb MetRS inh | MsrA inhibitor | Rin1 Abl inh | Neddyl block | MLLE-PAM2 inh | E coli Lon inh | FAS TE block
CC1Cc2ccccc2N1S(=O)(=O)c1cccc(C(=O)NC2CC2)c1 (stereo not drawn)
    -2 | -5 | -0.1 | -0.6 | 3 | i | 1 | -2 | 0
COc1ccc(C(C)NC(=O)Cc2cccs2)cc1 (stereo not drawn)
    -4 | -7 | -0.5 | 0.3 | -1 | i | -4 | 1 | -8
CC(=O)Oc1ccc(N2C(=O)C3C4C=CC(CC4)C3C2=O)cc1[N+](=O)[O-] (stereo not drawn)
    -2 | 2 | 0.2 | -0.3 | 2 | i | -12 | -1 | 6
CCCn1c(=O)c2c(C(=O)OCC)cc(-c3ccco3)nc2n(CCC)c1=O
    -7 | 1 | -1.2 | -0.6 | 0 | nt | 1 | 3 | 3
CCC(C)[C@H](NC(=O)NCc1ccc(Cl)cc1)C(=O)O (stereo partly drawn)
    -4 | -1 | 0.0 | 1.6 | 0 | i | 7 | 10 | -3
N#CC1(c2ccccc2)CCN(S(=O)(=O)c2ccc(OC(F)(F)F)cc2)CC1
    -2 | -2 | -0.2 | 0.3 | -1 | i | 2 | 4 | 23
COc1ccc2oc(=O)c(C(=O)NCc3ccc(C)cc3)cc2c1
    -1 | 0 | 0.6 | -0.9 | -3 | nt | -8 | -12 | 0
CC1CCC2(CC1)NC(=O)N(CC(=O)Nc1ccc3c(c1)OCO3)C2=O (stereo not drawn)
    -2 | -5 | 0.1 | -0.6 | 0 | i | 9 | 2 | -6
c1ccc(OCc2nnc3sc(-c4cccs4)nn23)cc1
    -3 | -5 | -0.3 | 1.6 | -1 | i | 16 | 1 | 4
CC(=O)Nc1ccc(-c2ccnc3c2CC(C)(C(=O)Nc2cccc(OC(F)(F)F)c2)O3)cc1 (stereo not drawn)
    -5 | 0 | 0.1 | 1.9 | 2 | i | 11 | 1 | 22
COc1cc(/C=C/C(=O)c2ccc(NS(=O)(=O)c3ccc(C)cc3)cc2)cc(OC)c1O
    -4 | 9 | 1.8 | 3.6 | -4 | i | -33 | -64 | -2
Cc1cc(C(=O)N/N=C/C(Cl)=C/c2ccccc2)c(C)o1
    -3 | -3 | 0.1 | 1.7 | -3 | i | -5 | -3 | 14
COc1ccc(NC(=O)CN2CCN(c3ccccc3F)CC2)cc1
    -1 | 1 | -0.3 | 0.4 | 2 | i | 6 | -10 | 4
O=C(NCCCN1CCN(c2ccccc2F)CC1)C1CCCN(S(=O)(=O)c2cnc[nH]2)C1 (stereo not drawn)
    -1 | -5 | -0.3 | 0.1 | -2 | i | -2 | 0 | -3
Cc1ccc(NC(=O)CCNC(=O)c2ccc([N+](=O)[O-])cc2)cc1C
    -4 | -1 | -1.6 | -1.0 | 2 | i | -1 | -6 | 64*
CCOC(=O)CC(=O)CSc1nnc2sc3ccccc3n12
    2 | 3 | -0.9 | 1.4 | 2 | i | -55 | 0 | 2
NC(=O)[C@H]1CC2(CC(c3cccc(NC(=O)[C@H]4CCC(=O)N4)c3)=NO2)CN1C(=O)c1cc([N+](=O)[O-])cc([N+](=O)[O-])c1 (stereo partly drawn)
    -1 | 2 | -0.1 | -1.2 | -1 | i | 9 | -13 | -6
COC(=O)[C@@]12CCCCN1[C@H](c1ccc(-c3cccc(Cl)c3)cc1)[C@@H]1C(=O)N(C)C(=O)[C@@H]12
    -2 | -2 | -0.1 | 0.2 | 5 | i | -1 | -3 | 38
COC(=O)c1c(C)[nH]c(C(=O)/C=C/c2ccccc2F)c1C
    -4 | 2 | 0.5 | -0.5 | 2 | i | 6 | 16 | -5
COC(=O)[C@@H](NC(=O)Nc1ccc(OC)cc1)C(C)C
    -13 | -3 | -1.4 | -0.9 | -2 | i | 13 | 3 | -5
CC(C)(C)OC(=O)Nc1ccccc1-n1nnnc1C(C(=O)c1ccc(F)cc1)N1CCOCC1 (stereo not drawn)
    nt | 6 | -0.5 | 0.3 | nt | i | nt | nt | nt
N#Cc1ccccc1OCC(=O)OCCCOC(=O)COc1ccccc1C#N
    -5 | -1 | -0.5 | 0.2 | -1 | i | -7 | 0 | 6
CCOC(=O)C1C(c2ccc([N+](=O)[O-])cc2)C2C(=O)NN=C2CC1(C)O (stereo not drawn)
    -1 | 4 | 0.4 | 0.5 | -2 | i | 1 | -3 | -7
Cc1ccc(C)c(OCCC(=O)NNC(=O)c2ccncc2)c1
    -3 | -5 | -0.2 | 0.9 | 4 | i | 5 | -10 | -3
O=C(CSc1nnnn1-c1ccc(O)cc1)Nc1ccc(N2CCOCC2)c(Cl)c1
    -11 | -7 | -1.3 | 0.6 | 0 | i | -8 | 5 | -169

Rows were taken by chance; 4% or so of the library scored in one or more.
